# PLK1 PBD inh = PLK1 (human) polo-box domain binding inhibition. P53350. actives 2.8% (n = 360,000). Plk1 PBD binding of FITC phosphopeptide, fluorescence polarization. AID 720504. Potency, µM, inactives show max response, negative = inhibition, most hits filed as inhibitors; also: potency is read from the fitted curve at half-maximal effect; series mostly up to about 57 µM; % is scaled to controls: 0 for no effect and ±100 for the full control effect; nearly all actives have a fitted effect of over 65% in size
# Target sequence (P53350 whole entry, looked up, the tested form may be a part): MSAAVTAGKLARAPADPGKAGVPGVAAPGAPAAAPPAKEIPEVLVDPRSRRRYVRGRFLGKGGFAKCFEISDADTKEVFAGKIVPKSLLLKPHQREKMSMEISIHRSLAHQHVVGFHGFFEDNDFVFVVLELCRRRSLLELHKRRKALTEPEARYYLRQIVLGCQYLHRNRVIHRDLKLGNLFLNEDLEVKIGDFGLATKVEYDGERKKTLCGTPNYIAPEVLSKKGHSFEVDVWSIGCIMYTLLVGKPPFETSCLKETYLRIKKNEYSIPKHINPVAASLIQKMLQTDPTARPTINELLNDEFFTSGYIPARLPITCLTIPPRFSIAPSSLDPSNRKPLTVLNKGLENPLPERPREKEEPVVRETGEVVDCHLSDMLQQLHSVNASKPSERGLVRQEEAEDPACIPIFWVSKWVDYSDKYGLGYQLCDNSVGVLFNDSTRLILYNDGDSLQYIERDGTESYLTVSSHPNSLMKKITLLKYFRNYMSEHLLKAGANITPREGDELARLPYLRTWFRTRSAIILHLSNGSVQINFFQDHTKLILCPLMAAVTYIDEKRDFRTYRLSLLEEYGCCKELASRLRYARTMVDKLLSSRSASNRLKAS
# PI5P4K alpha inh = blocks human PI5P4K alpha kinase activity. AID 652105. PI5P4Kalpha enzyme, ADP-Glo luminescence, 60 min; active compounds read low. max response, %. P48426. actives 1.2% (n = 330,000); active = max response of -50% or lower; inconclusive = between -30% and -50%; inactive = -30% or higher; also: value at the top dose of about 77 µM; % is scaled to controls: 0 for no effect and ±100 for the full control effect
#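 Enzyme plus substrate dispensed, test compounds pinned in, then ATP (5 microM final) added. After 60 min at RT, ADP-Glo reagent 1 for 45 min and reagent 2 for 30 min preceded luminescence imaging.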
# D3 ag = activates the human D3 dopamine receptor; actives 0.58% (n = 410,000); AID 652048; P35462; D3R DiscoveRx beta-arrestin cells, luminescence, 90 min; max activation, %; in the data active = max activation above about 30%; also: 0% is about no effect; mostly tested at two doses, the higher about 12 µM
# Target sequence (P35462 whole entry, looked up): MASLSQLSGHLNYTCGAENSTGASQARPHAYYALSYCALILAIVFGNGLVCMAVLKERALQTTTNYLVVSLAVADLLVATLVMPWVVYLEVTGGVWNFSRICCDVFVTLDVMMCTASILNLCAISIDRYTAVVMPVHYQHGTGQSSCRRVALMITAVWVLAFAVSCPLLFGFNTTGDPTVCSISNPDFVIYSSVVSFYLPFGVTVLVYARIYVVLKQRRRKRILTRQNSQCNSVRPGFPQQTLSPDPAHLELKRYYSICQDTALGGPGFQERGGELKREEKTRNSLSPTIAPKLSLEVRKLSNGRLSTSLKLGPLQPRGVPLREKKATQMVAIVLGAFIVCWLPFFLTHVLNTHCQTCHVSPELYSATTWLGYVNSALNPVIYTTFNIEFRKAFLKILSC
#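 Agonist-mode cell screen: cells plated at 1500/well and incubated overnight at 37 °C, then exposed to library compounds for 90 min at 37 °C. Detection reagent was added for 30–60 min at room temperature, and luminescence was read.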
# GLP1R cytotox = cytotoxic in the GLP-1 receptor inverse agonist counter-screen; AID 624418; Potency, µM (top dose mostly 38.3 µM), without a hit: at the highest dose activity change, negative = inhibition, hits mostly inhibitors; HEK293 cAMP-luciferase reporter cells, luminescence, 24 h; actives 0.13% (n = 410,000);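 also: loss of luciferase light is scored as toxicity; potency is read from the fitted curve at half-maximal effect; % is scaled to controls: 0 for no effect and ±100 for the full control effect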
#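 MLSMR compounds, 24 hr on cells at 37 deg C/5% CO2; luminescence after luciferase reagent (12 min RT). Inhibition counted as the undesired cytotoxic outcome.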
# D3 antag = D3 dopamine receptor (human) antagonism; P35462; AID 652054; D3R cells, DiscoveRx beta-arrestin luminescence, antagonist mode; active compounds read low; max response, negative = inhibition, %; actives 2.5% (n = 360,000); in the data active = max response below about -50%; inconclusive = no clear call, values can overlap the other calls; also: % is scaled to controls: 0 for no effect and ±100 for the full control effect; mostly tested at two doses, the higher about 12 µM
#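 Cells plated overnight at 1500 cells/well, then exposed to library compounds with dopamine controls for 90 minutes at 37 degrees C. DiscoveRx reagent added for 30–60 minutes at room temperature; luminescence read, quantitative HTS format.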
# WRN helicase inh = inhibitors of human WRN helicase; actives 0.46% (n = 360,000); Q14191; Potency, µM (highest dose often 114 µM), for inactives: at the top dose activity change, negative = inhibition, hits mostly inhibitors; WRN helicase unwinding, fluorescent forked duplex, kinetic; also: potency is read from the fitted curve at half-maximal effect; % is scaled to controls: 0 for no effect and ±100 for the full control effect; nearly all actives have a fitted effect of over 55% in size
#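 Primary qHTS, 1536-well format. 20 nM WRN + compound, 15 min RT; start with 100 nM forked fluorophore/quencher duplex, 2 mM ATP (final); kinetic read ex 525/em 598 nm.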
# GLP-1R inv ag = GLP-1 receptor (human) inverse agonism. P43220. HEK293 GLP-1R CRE-luciferase, luminescence, 24 h; GLP-1R form is constitutively active. Potency, µM (doses to about 38.3 µM), for the others: at the highest dose activity change, negative = inhibition, hits mostly inhibitors. actives 1.6% (n = 410,000). AID 624417; also: potency is read from the fitted curve at half-maximal effect; % is scaled to controls: 0 for no effect and ±100 for the full control effect; nearly all actives have a fitted effect of over 55% in size
#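 qHTS in 1536-well format: reporter HEK293 cells expressing constitutive GLP-1R activity in DMEM + 10% Nu serum, 24 hr with compounds at 37 deg C, luminescence read after 12 min with detection reagent.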
# IL-2 act = IL-2 activation | actives 0.065% (n = 360,000) | IL-2 activation reporter assay, cell-based qHTS; stimulated with anti-CD3/CD4/CD28 beads; in transgenic mouse T cells | activation, % (series mostly up to about 46 µM); in the data active = activation above about 50%; inconclusive = mostly about 30% to 49%; also: 0% is about no effect
#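 Unstimulated transgenic mouse T cells preincubated 60 min with compound, then stimulated with anti-CD3/anti-CD4-coated beads plus anti-CD28 for 18 h at 37 degrees C. IL-2 response read as EGFP and DsRed fluorescence by plate cytometry.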
# GLP-1R agonist = activates the human GLP-1 receptor; Potency, µM (highest dose often 45.6 µM), without a hit: at the highest dose activation, most hits filed as activators; HEK293 GLP-1R CRE-luciferase, luminescence, 4-6 h; cells express a hypersensitive GLP-1R form; actives 0.007% (n = 380,000); AID 624172; also: potency is read from the fitted curve at half-maximal effect; % of control where 0% means no effect
# * marks the source's active call; other numbers are inactive results; ? = inconclusive; / = no result given; & = joins results of further samples; [ ] = dose if it differs, or a comment. Unless noted, calls follow the shape of the dose curve; as a rule, active = well fitted curve in the direction sought with a large enough effect; inconclusive = small, poorly fitted or top-dose-only effect, or another doubt; inactive = no such curve, though single readings can be large; an effect the other way counts as inactive or inconclusive.
SMILES,PLK1 PBD inh,PI5P4K alpha inh,D3 ag,GLP1R cytotox,D3 antag,WRN helicase inh,GLP-1R inv ag,IL-2 act,GLP-1R agonist
COc1ccc(S(=O)(=O)N2CCc3ccccc32)cc1C(=O)OCc1nnc(-c2ccccc2)o1,0%,0,0,-14%,16,5%,1%,-2.7,-1%
CS(=O)(=O)NN1C(=O)c2ccccc2NC1c1ccccc1O (configuration not stated),-8%,1,-8,-5%,1,-29%,18%,-0.7,1%
COc1ccccc1C(=O)C1CCCN(C(=O)CN2CCCCC2=O)C1 (configuration not stated),-12%,2,6,4%,5,6%,14%,-3.0,2%
Cc1ccc(C(=O)N/N=C2\CCCc3ccccc32)c(C)c1,-2%,-2,-1,-10%,-16,-3%,-14%,0.7,15%
COc1ccc(C(=O)N[C@H](C(=O)Nc2ccc(S(=O)(=O)N3CCOCC3)cc2)C(C)C)cc1,0%,-3,-11,-3%,8,-4%,-19%,-1.4,1%
CSC1=NCCN1C(=O)COc1ccccc1,-9%,2,6,-7%,7,2%,27%,-1.3,18%
CCc1ccc(-c2cc3c(=O)n(CC(=O)NCCN4CCCCC4C)nc(C)n3n2)cc1 (configuration not stated),-2%,1,1,-9%,-9,-3%,?,-1.6,0%
O=C1NC(=O)C2(COC(c3ccccc3Cl)OC2)S1 (configuration not stated),1%,0,-6,-28%,-1,-2%,2%,1.6,-6%
CCC(=O)OC1c2ccccc2C(=O)N1Cc1ccccc1 (configuration not stated),5%,-6,0,0%,-10,6%,7%,-2.1,4%
CCCS(=O)(=O)NC(=O)C1(C)CCCN(C(=O)c2ccccc2)C1 (configuration not stated),-3%,1,5,1%,3,6%,6%,0.3,-4%

# Record cards (already shown). Values in the order: PLK1 PBD inh	PI5P4K alpha inh	D3 ag	GLP1R cytotox	D3 antag	WRN helicase inh	GLP-1R inv ag	IL-2 act	GLP-1R agonist
# `CCC(=O)OC1c2ccccc2C(=O)N1Cc1ccccc1` (configuration not stated) across the screens: 5%	-6	0	0%	-10	6%	7%	-2.1	4%
# `COc1ccc(C(=O)N[C@H](C(=O)Nc2ccc(S(=O)(=O)N3CCOCC3)cc2)C(C)C)cc1` across the screens: 0%	-3	-11	-3%	8	-4%	-19%	-1.4	1%

# Next part
SMILES,PLK1 PBD inh,PI5P4K alpha inh,D3 ag,GLP1R cytotox,D3 antag,WRN helicase inh,GLP-1R inv ag,IL-2 act,GLP-1R agonist
CN(C)CCCNC(=S)NCC(c1ccc(Cl)cc1Cl)c1c[nH]c2ccccc12 (configuration not stated),-9%,23,-11,?,-23,4%,?,-6.8,8%
COCCCNCCC(CCC(C)C)c1ccc2c(c1)OCO2 (configuration not stated),1%,4,-27,-37%,?,-7%,?,-1.8,15%
COCc1cc(=O)[nH]c(/N=C(\N)Nc2cccc(Cl)c2)n1,-3%,2,3,5%,8,3%[57.1 µM],0%,0.1,3%
Cc1ccc(-n2ncc3c(N4CCN(c5ccccc5)CC4)ncnc32)c(C)c1,-7%,/,36*,0%,33,-1%,-10%,-3.5,-8%
CC(C)(C)c1ccc(-c2nc(C#N)c(N3CCC(C(N)=O)CC3)o2)cc1,-6%,25,-4,5%,3,5%,?,-5.3,15%
Cc1onc(C(=O)Nc2ccc(OC(F)(F)F)cc2)c1[N+](=O)[O-],-19%,-3,0,3%,-8,-7%,?,-2.5,-4%
Cc1cc(C)n(C(C)Sc2ccccc2)n1 (configuration not stated),-6%,1,-21,16%,-19,3%,10%,-0.2,2%
Cc1csc(NC(=O)C2CC(=O)N(c3ccc4c(c3)OCCO4)C2)n1 (configuration not stated),5%,7,10,0%,2,2%,15%,0.2,-1%
CC(C)c1ccc(NC(=O)C2CC(=O)N(C(C)C)C2)cc1 (configuration not stated),-8%,-3,-1,-5%,5,5%,-3%,-0.4,9%
Cc1ccc(C(=O)Nc2ccc(N3CCOCC3)nc2)cc1,0%,0,1,-3%,5,0%,10%,0.0,0%
Cc1ccc(NC(=O)CN(C)C(=O)CNC(=O)c2sc3ccccc3c2Cl)cc1,0%,5,1,-2%,12,-5%,1%,-0.3,3%
CCOC(=O)CC1C(=O)NCCN1C(=O)COc1ccc(C(C)(C)C)cc1 (configuration not stated),-4%,-3,20,-5%,-2,7%,12%,-2.0,16%
CCOc1ccc(N(CC)S(=O)(=O)c2cccc3nsnc23)cc1,-9%,0,-15,0%,-27,-9%,?,0.1,9%
COc1ccccc1CN1CC(C(=O)N2CCC(C(=O)c3ccccc3)CC2)CCC1=O (configuration not stated),0%,-5,-2,-40%,7,7%,-5%,0.4,6%
N#CC(c1ccc(O)cc1)N1CCN(C(C#N)c2ccc(O)cc2)CC1 (configuration not stated),-10%,2,-11,-6%,1,-4%,1%,-0.1,0%
N#Cc1ccc(Cl)cc1NC(=O)COC(=O)c1cccc(S(=O)(=O)N2CCOCC2)c1,-5%,5,7,1%,2,-4%,-10%,-0.5,6%
COCCCNC(=O)CCn1c(=O)c2ccccc2n(CC(=O)Nc2c(C)cc(C)cc2C)c1=O,/,/,-8,-2%,/,/,11%,/,1%
CCCc1nc(SCC(=O)Nc2cc(C)on2)c2c(=O)n(C)c(=O)n(C)c2n1,-1%,-3,2,-7%,22,3%,4%,-1.6,-4%
Cc1ccc(N=C2NC(=O)c3cccc([N+](=O)[O-])c32)cc1,-3%,-5,-2,9%,-14,-17%,32%,0.2,-4%
Cc1nn(CC(=O)c2ccccc2Cl)c(C)c1[N+](=O)[O-],0%,0,2,-1%,14,-8%,?,5.6,6%
Cc1cc(=O)oc2c(C)c(OCC(=O)c3ccccc3)ccc12,-7%,-6,8,4%,14,3%,9%,0.1,6%
COc1cc(C2c3c(n[nH]c3C)C(=O)N2c2ccc(C)cc2)ccc1O (configuration not stated),?,1,0,-14%,11,1%,?,-0.9,-14%
CCn1cc(CN2CCC(C(=O)Nc3cccc(-c4cccc(OC)c4)c3)CC2)c(C)n1,0%,-1,-32,2%,?,-17%,-12%,-3.6,-2%
CC1(C)OC(=O)C(=CNn2cnc3ccccc3c2=O)C(=O)O1,-2%,/,3,-1%,8,-6%,0%,-2.9,0%
Cc1cc([N+](=O)[O-])nn1CCCC(=O)Nc1ccc(Cl)cc1Cl,-9%,3,0,5%,-2,-8%,-6%,1.2,12%
Cn1cccc1C(=O)Nc1ccc(N2CCOCC2)cc1,-4%,-8,7,-15%,5,3%,?,0.7,0%
CN1CCCN(C(=O)c2cc(=O)[nH]c3ccccc23)c2nc3ccccc3nc21,-2%,-6,1,-22%,10,1%,1%,-2.4,3%
CC(=O)c1cc(F)c(N2CCN(c3ccc([N+](=O)[O-])cc3F)CC2)cc1C,-1%,/,8,-35%,23,14%,-19%,0.0,-12%
Cc1ccc(-c2cc(C(F)(F)F)c(C#N)c(SCC(=O)O)n2)cc1,-17%,-4,4&-23,-17%&7%,5,-2%,?,-0.5,-1%
Cc1[nH]c2ccccc2c1/C=N/NC(=O)CNC(=O)c1ccco1,-9%,1,7,21%,0,-22%,8%,1.9,-2%
CCNC(=S)NNC(=O)c1ccc(OC)cc1,-5%,1,1,-6%,2,-7%,23%,-1.5,0%
Cc1ccc(NC(=O)Cn2c(CCC(=O)O)ccc2-c2cccs2)cc1,-10%,/,9&11,-6%&4%,3,-19%[57.1 µM],-1%&29%,-2.0,1%
Cc1ccccc1CS(=O)(=O)Cc1ccc(C(=O)NCCCN2CC(C)CC(C)C2)o1 (configuration not stated),-10%,8,-11,-3%,-8,-4%,-7%,-2.0,-4%
CN(Cc1ccccc1)N=Nc1nc[nH]c1C(N)=O,-4%,-8,-12,0%,0,5%[57.1 µM],-9%,1.9,1%
Cc1onc(-c2ccccc2)c1C(=O)NC(C)CCc1ccccc1 (configuration not stated),-9%,-7,1,1%,4,14%,9%,1.3,5%
C#CCSc1nc(C)cc(C(=O)OCC)c1C#N,-7%,-3,11,-5%,14,-8%,20%,1.7,10%
CC1Oc2ccccc2N(CC(=O)c2cccc(Cl)c2)C1=O (configuration not stated),-21%,2,-2,-11%,-8,4%,?,-1.1,-4%
c1ccc2cc(C3OCC4(CCCC4)CO3)ccc2c1,-16%,17,-7,5%,-23,-1%,3%,-3.9,5%
CSCC[C@H](NC(=O)c1nn(C)c(=O)c2ccccc12)c1nc2ccccc2[nH]1,-1%,/,-1,1%,-22,2%[57.1 µM],129%[activator],-2.2,14%
O=C(NCCc1ccccc1)c1ccccc1NC(=O)C1CC=CCC1C(=O)O (configuration not stated),-6%,1,-2,12%,-4,-35%[57.1 µM],20%,0.8,-12%
O=C(Cc1c(F)cccc1Cl)OCC(=O)N1CCc2ccccc21,2%,8,-1,4%,1,-13%,?,-1.0,-3%
Cc1oc(/N=C/c2ccc(Cl)cc2Cl)c(C#N)c1C,-30%,-26,-12,0%,-16,-5%,0%,0.0,-1%
CC(C)(C)OC(=O)CC12CCCCC1NC(=O)O2 (configuration not stated),-8%,2,-7,-2%,23,5%,-9%,1.7,4%
COc1ccc(N2CC(O)=C(c3nc(-c4ccc(Cl)cc4)cs3)C2=N)cc1,-3%,-4,4,-2%,9,3%,0%,0.4,-5%
Cc1ccc(S(=O)(=O)Nc2cc3c(cc2C#N)OCO3)cc1C(N)=O,-3%,1,2,0%,10,3%,21%,0.2,?
Cc1ccc(-c2nnc(SCC(=O)N3CCCC3)o2)cc1C,-11%,0,-5,-1%,?,-13%,0%,-0.6,4%
Cc1ccc(S(=O)(=O)N2C3CC(c4ccccc4)N(S(=O)(=O)c4ccccc4Cl)CC3C(=O)C[C@H]2c2ccccc2)cc1 (some centres not stated),-7%,0,-3,2%,-8,-5%,1%,2.9,/
O=C(NCCC1CCCC1)c1cccs1,8%,1,2,-3%,6,-2%,-29%,-1.4,14%

# Looked up above.
# Cc1ccc(S(=O)(=O)N2C3CC(c4ccccc4)N(S(=O)(=O)c4ccccc4Cl)CC3C(=O)C[C@H]2c2ccccc2)cc1 (some centres not stated) – PLK1 PBD inh = -7%
# Cc1ccc(S(=O)(=O)Nc2cc3c(cc2C#N)OCO3)cc1C(N)=O – PLK1 PBD inh = -3%
